# Compound activity as filed in PubChem BioAssay.
# ROC1-CUL1 inh – blocks human RBX1-Cullin-1 di-ubiquitin formation | P62877+Q13616 | in vitro K48 di-Ub FRET, acceptor:donor ratio, 45 min | inhibition, % at 10 µM | 0.6% of 140,000 active; in the data active means inhibition above about 25%
# Target sequence (P62877 whole entry, looked up): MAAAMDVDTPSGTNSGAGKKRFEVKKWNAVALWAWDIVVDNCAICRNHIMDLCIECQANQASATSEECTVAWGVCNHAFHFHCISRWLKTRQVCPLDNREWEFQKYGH
# Target sequence (Q13616 whole entry, looked up): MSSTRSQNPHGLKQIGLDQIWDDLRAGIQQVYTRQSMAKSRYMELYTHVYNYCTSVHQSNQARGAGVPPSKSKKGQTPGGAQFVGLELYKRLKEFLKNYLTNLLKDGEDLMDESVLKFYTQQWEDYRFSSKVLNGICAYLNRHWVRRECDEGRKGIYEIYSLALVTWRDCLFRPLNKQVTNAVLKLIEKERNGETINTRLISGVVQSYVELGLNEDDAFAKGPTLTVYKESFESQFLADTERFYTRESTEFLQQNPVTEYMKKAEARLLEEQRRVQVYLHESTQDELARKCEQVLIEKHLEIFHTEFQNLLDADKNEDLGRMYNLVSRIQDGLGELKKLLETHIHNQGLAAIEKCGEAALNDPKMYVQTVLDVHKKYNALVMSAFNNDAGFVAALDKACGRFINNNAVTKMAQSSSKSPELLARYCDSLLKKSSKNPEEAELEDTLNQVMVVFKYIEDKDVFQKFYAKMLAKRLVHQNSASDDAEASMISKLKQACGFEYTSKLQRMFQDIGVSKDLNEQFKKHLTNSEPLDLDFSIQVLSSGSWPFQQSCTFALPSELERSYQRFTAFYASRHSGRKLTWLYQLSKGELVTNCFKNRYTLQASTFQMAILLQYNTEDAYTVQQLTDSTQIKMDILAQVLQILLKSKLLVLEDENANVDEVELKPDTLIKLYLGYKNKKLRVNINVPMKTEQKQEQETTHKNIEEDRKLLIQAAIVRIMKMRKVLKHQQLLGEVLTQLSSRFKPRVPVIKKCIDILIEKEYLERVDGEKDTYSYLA
# * marks the source's active call; other numbers are inactive results. This is a subset; the hit share may differ from the screen's.
SMILES,ROC1-CUL1 inh
Cc1cccc(NC(=O)c2cn(-c3ccccc3)nc2-c2ccccc2)c1C,9.7
COc1ccc(-c2noc(-c3ccc(N4CCN(c5ccc(OC)cc5)CC4)c([N+](=O)[O-])c3)n2)cc1,-3.0
Cc1cc(=O)oc2c(C(=O)c3ccccc3)c(OCC(N)=O)ccc12,-7.2
COc1ccc2c(c1OC)C(O)c1ccccc1-2 (stereo unspecified),2.1
C[C@@H]1O[C@H](Sc2ccccc2)[C@@H](O)[C@H]2OC(C)(C)O[C@@H]21,-2.6
Cc1c(CN(C)C(=O)c2nn3c(C(F)(F)F)cc(-c4cccs4)nc3c2Br)cnn1C,4.7
Cc1nn(C)c(C(=O)N2CCN(C(=O)c3ccco3)CC2)c1Br,-12.3
CCOc1ccc(-c2nnc(SCC(=O)NCc3ccccc3)o2)cc1,1.0
COc1ccc(Nc2c(-c3ccc(Cl)cc3)nc3cnccn23)cc1OC,-3.6
O=C1CC(NC2CCN(Cc3ccco3)CC2)CN1C1Cc2ccccc2C1 (stereo unspecified),2.6
O=C(O)c1ccc(N2C(=O)c3cccc4cccc(c34)C2=O)cc1,12.6
CC1CCCCN1CCCNC(=O)CN1C(=O)c2cccnc2Oc2ccc(Cl)cc21 (stereo unspecified),-0.5
CCOC(=O)c1c(-c2ccc(C)cc2)csc1NC(=O)c1ccc(Cl)cc1[N+](=O)[O-],-0.9
O=C(CSc1nc(-c2ccccc2)cs1)N1CCCc2ccccc21,-3.7
CC(C)CCn1c(=O)c2sccc2n2c(CCCC(=O)NC(C)c3ccccc3)nnc12 (stereo unspecified),0.5
CCN(CCN1CCCC1)C(=O)CC1C(=O)NCCN1Cc1cccs1 (stereo unspecified),-0.9
Cc1ccc(OCc2cc(C(=O)N(C)CCC(C)C)no2)cc1C,3.5
C=CCC(=O)N1CCC(C(=O)Nc2cccc(-c3nnc(C)s3)c2)CC1,4.0
NC(=O)N1CCN(Cc2ccccc2)CC1,-7.6
O=C(NCC1OCCc2ccccc21)c1ccco1 (stereo unspecified),9.0
COc1cc2c(cc1OC)C(c1ccccc1OC(C)C)CC(=O)N2 (stereo unspecified),-4.6
Cc1ccccc1-c1n[nH]c(=O)o1,-5.1
CCCC(=O)Nc1ccc(S(=O)(=O)N2CCCCC2C)cc1 (stereo unspecified),6.3
Cc1ccccc1NC(=O)c1c(C)oc2ccc(O)c(CN3CCOCC3)c12,-0.9
CC1=NC(C)=C(C(=O)OCCNC(=O)c2ccccc2O)C(c2cccc([N+](=O)[O-])c2)C1C(=O)OCCNC(=O)c1ccc(O)cc1 (stereo unspecified),-14.8

# A draw from above in order of SMILES length, largest number first:
SMILES,ROC1-CUL1 inh
CC(C)CCn1c(=O)c2sccc2n2c(CCCC(=O)NC(C)c3ccccc3)nnc12 (stereo unspecified),0.5
CCN(CCN1CCCC1)C(=O)CC1C(=O)NCCN1Cc1cccs1 (stereo unspecified),-0.9
Cc1ccccc1-c1n[nH]c(=O)o1,-5.1

# (list continues)
SMILES,ROC1-CUL1 inh
O=C1C(=C2SC3=C(SCCS3)S2)C(=O)c2ccccc2-c2ccccc21,4.6
O=S(=O)(NNc1ccc(Cl)nn1)c1ccc(F)cc1,9.9
CCNc1ncc(C(=O)N2CCc3[nH]nc(-c4c(F)cccc4F)c3C2)cn1,8.3
C#CCOc1c(Cl)cc(/C=c2\sc3n(c2=O)C(c2c(OC)ccc4ccccc24)C(C(=O)OCC)=C(CCC)N=3)cc1OC (stereo unspecified),-6.9
CCN1CCN(C(=O)/C=C\C(=O)O)CC1,-0.1
O=C(CSc1nc(-c2ccccc2)no1)N1CCN(c2ccc(F)cc2)CC1,0.6
CCc1ccc(NC(=O)C2CCCN2S(=O)(=O)c2ccc3nc(-c4ccccc4)[nH]c3c2)cc1 (stereo unspecified),10.5
Cn1nc(I)c(I)c1I,-4.6
CC(C)N(Cc1nccn1C)c1nc2nonc2nc1NCc1ccccc1,7.0
COc1cc(NC(=O)c2c(-c3ccc(C)cc3)nnc3ccccc23)cc(OC)c1OC,7.2
Cc1cccc(CSc2nc3c(c(=O)[nH]2)CCC3)c1,7.4
C=CCc1cc(C=C2C(=O)N(C)C(=S)N(C)C2=O)cc(OCC)c1OCC(=O)OC,6.4
CCOC(=O)C1C(=O)/C(=C/c2ccc[nH]2)SC1=Nc1ccc(OC)cc1 (stereo unspecified),-10.0
O=C1C2CCCCC2C(=O)N1CCc1c[nH]c2ccccc12 (stereo unspecified),-2.6
COc1ccc(C(=O)C2C(=O)C(=O)N(CCN3CCOCC3)C2c2cccs2)cc1OC (stereo unspecified),5.7
CN(Cc1ccccc1)C(=O)CSc1nc2ccccc2n1Cc1ccccc1F,8.4
CCCn1c(NCc2ccccc2F)nc2ccccc21,-6.1
COc1ccc(CNC(=O)CCn2c(=O)c3cccn3c3ccc(F)cc32)cc1OC,2.1
CC(C)NC(=O)CSc1nc(-c2cccs2)cc(-c2ccc(Cl)cc2)c1C#N,4.5
O=C(CSc1c2c(nc3cc(Cl)ccc13)CCCC2)NCc1ccccc1Cl,-7.8
COC(=O)C1C(=O)C2=C(CC1C)NC(=O)CC2c1cccc(OC)c1OC (stereo unspecified),3.9
COC(=O)CN1CCN(Cc2ccc(F)cc2)CC1,-8.4
COC(=O)c1csc([N+](=O)[O-])c1SC(C)=O,76.9*
O=C(Nc1cc2c(cc1C(=O)c1ccc(Br)cc1)OCCO2)c1ccccc1,-0.5
Cc1ccc(-n2nc(-c3ccccc3)c3cnc4cc5c(cc4c32)OCO5)cc1C,-9.2

# The listing continues:
SMILES,ROC1-CUL1 inh
CS(=O)(=O)N1CCC(C(=O)N2CCN(c3ccc(F)cc3)CC2)CC1,-8.8
Nc1c(C(=O)Nc2ccc(C(=O)O)cc2)sc2nc3c(cc12)CCCCCC3,-5.1
CCOC(=O)c1[nH]c2ccccc2c1NC(=O)c1ccccc1OCC,-4.6
Cc1cccc(CSc2nc3cc(C(=O)NC4CCCC4)ccc3c(=O)n2Cc2ccccc2)c1,-2.5
O=C(COC(=O)c1ccc(N2C(=O)C3CC=CCC3C2=O)cc1)c1ccc(F)cc1 (stereo unspecified),6.5
O=C(Nc1ccc(Br)c(Cl)c1)c1ccc(C(=O)Nc2ccc(Br)c(Cl)c2)cc1,1.3
CCOC(=O)c1[nH]c(C)c(CCC(=O)Nc2ccccc2OCC)c1C,0.4
Cc1ncc(CO)c2c1Oc1nc(-c3ccccc3)nc(SCC(=O)Nc3cccc(C(F)(F)F)c3)c1C2,-2.8
NS(=O)(=O)c1ccc(NC(=S)NCc2ccccc2Cl)cc1,1.9
CCOC(=O)c1oc2c(c1C)-c1nn(Cc3cccc(Cl)c3)cc1CC2,1.5
COc1ccc(Cl)cc1S(=O)(=O)N1CCCC(CO)(Cc2cccc(Cl)c2)C1 (stereo unspecified),-10.4
COc1ccc(OC)c(/C=N/Nc2nnc3c(n2)[nH]c2ccc(C)cc23)c1,6.7
CCOC(=O)Cn1c(=O)n(CC2CCCO2)c2nc(-c3ccc(C(C)C)cc3)nc(C(N)=O)c21 (stereo unspecified),0.9
CCN1C(=O)C(C=N/N=C/c2ccccc2)c2ccc(C3=NNC(=O)CC3)cc21 (stereo unspecified),4.8
Cc1ccc(NS(=O)(=O)c2ccc(-c3cc(C)no3)cc2)c(Br)c1,12.1
Cc1ccc(-c2nc3ccccc3[nH]2)cc1NC(=O)COc1ccccc1[N+](=O)[O-],4.1
COc1ccc(C2CC(c3cccc(NC(C)=O)c3)=Nc3ccccc3S2)cc1OC (stereo unspecified),7.2
CCCNC(=O)c1cc2c(=O)n3cc(C)ccc3nc2n1C,0.1
O=C(CC1(c2ccccc2Cl)CC(=O)N(C2CCCC2)C1=O)N1CCCCC1c1cccnc1 (stereo unspecified),7.2
CCOc1ccc(-c2c(C)nn3c(C)c(C(=O)NCCc4ccc(Cl)cc4)cnc23)cc1OCC,6.2
COc1ccc(OC)c(S(=O)(=O)N(Cc2ccncc2)Cc2cccc(OCCCc3ccncc3)c2)c1,9.3
COc1cc(OC)c(-c2cc(I)c(OC)cc2OC)cc1I,2.2
CC(C)Cc1nn2c(=O)cc(COC(=O)c3ccc(NC(=O)C4CCCCC4)cc3)nc2s1,-8.8
COc1cc(CN2CCCC(CCC(=O)N3CCOCC3)C2)cc(Cl)c1OC (stereo unspecified),-0.8
O=C(Nc1ccc(Cl)cc1)c1cccc(N2C(=O)C3C4C=CC(C5CC45)C3C2=O)c1 (stereo unspecified),2.8

# Four compounds from above, sorted by their value in ROC1-CUL1 inh, high to low:
compound | ROC1-CUL1 inh
Cc1ccc(NS(=O)(=O)c2ccc(-c3cc(C)no3)cc2)c(Br)c1 | 12.1
COc1ccc(OC)c(S(=O)(=O)N(Cc2ccncc2)Cc2cccc(OCCCc3ccncc3)c2)c1 | 9.3
O=C(Nc1ccc(Cl)cc1)c1cccc(N2C(=O)C3C4C=CC(C5CC45)C3C2=O)c1 (stereo unspecified) | 2.8
CCOC(=O)c1[nH]c(C)c(CCC(=O)Nc2ccccc2OCC)c1C | 0.4

# Next section:
SMILES,ROC1-CUL1 inh
CCSc1nc2ccc(NC(=O)CSc3nc(-c4cccc(OC)c4)ccc3C#N)cc2s1,-8.0
CN(C)c1ccc(CNc2nc(-c3ccco3)nn2C(=O)c2cccc([N+](=O)[O-])c2)cc1,-11.9
O=C1N=C2C(C(=O)C1Cc1ccccc1)C(=O)N(c1ccccc1)C(=O)N2c1ccccc1 (stereo unspecified),11.2
Cc1cccc(NC(=O)c2c(C)coc2C)c1,5.5
O=C(O)c1sccc1Cc1ccccc1,17.8
O=C(CC1(c2ccccc2Cl)CC(=O)N(C2CCCC2)C1=O)N1CCCC1c1nccs1 (stereo unspecified),-7.7
COc1ccc(NC(=O)c2ccc3nc(-c4ccccc4)c(-c4ccccc4)nc3c2)c(OC)c1,2.8
COc1ccc(CCNC(=O)CSc2nc3ccc(NC(C)=O)cc3s2)cc1OC,-3.6
O=C1c2ccc(Cl)cc2N=C2OCCC12 (stereo unspecified),2.3
COc1cccc(OC)c1-c1cnnc(N(C)Cc2ccc(OC)c3ncccc23)n1,-4.4
CCN1C(=O)/C(=C/c2c(C)n(CC(=O)NCC3CCCO3)c3ccccc23)C(=O)NC1=S (stereo unspecified),-11.2
NC(=O)c1cc(S(=O)(=O)NCc2ccc(Br)cc2)cs1,6.4
COc1cc(OC)c(NC(=O)CSC2=Nc3ccccc3N=C(c3ccc(F)cc3)C2)cc1Cl,-6.3
Cc1ccc(S(=O)(=O)Nc2nc3ccccc3nc2Cl)cc1,-1.1
Cc1ccccc1C(=O)OCC(=O)c1ccc(OC(=O)c2ccco2)cc1,-5.4
OC(Cc1ccccc1)c1ccc2c(c1)CN(Cc1c(F)ccc(F)c1F)CCO2 (stereo unspecified),-5.2
CCn1c(Cc2ccccc2)nnc1SCC(=O)Nc1ccc(Br)cc1,-8.4
CCOC(=O)C1(Cc2cccc(OC)c2)CCCN(C(=O)CCc2ccccn2)C1 (stereo unspecified),-7.8
CCCn1ncc(NC(=O)Cn2nc(C)c(-c3cccc(C)c3)c2C)n1,5.4
Brc1ccc(-c2cn[nH]c2)s1,-7.7
COc1ccc(-c2noc(-c3ccc(N4CCC(C)CC4)c([N+](=O)[O-])c3)n2)cc1OC,0.6
Cc1ccc(C)c(N2CCN(C(=O)c3cc4c(=O)n(Cc5ccccc5)ccc4nc3C)CC2)c1,4.5
Cc1ncc2c(c1CNC(=O)c1ccc3c(c1)OCO3)CCN(C(=O)COc1ccccc1Cl)C2,-1.2
Cc1ccc(C)c(N2CCN(CCCNC(=O)Cn3ncc4c5ccccc5n(C)c4c3=O)CC2)c1,11.4
COc1ccc(C(=O)Nc2ccc(Cl)c(-c3nc4ccccc4[nH]3)c2)cc1Cl,5.0

# Additional structures.
SMILES,ROC1-CUL1 inh
CC1=NC(=O)C2=C(COC2=O)C1[N+](=O)[O-] (stereo unspecified),0.8
CCOc1ccc(CCNC(=O)C2=C(C)C(=O)OC23CCCCC3)cc1,-3.0
CCOc1cc(CNC(=O)c2ccccc2NC(=O)c2nsc3ccccc23)ccc1OC,-8.1
CC1=NC(=S)NC(=O)C1CCCO (stereo unspecified),7.5
Cc1ccc(OCC(=O)Nc2ccc(OCc3cc(=O)n4c(C)csc4n3)cc2)cc1C,-11.4
Cc1ccc(NCc2nc3ccccc3n2CCOc2ccccc2C)cc1,0.8
Cc1cc(C)cc(OCC(=O)Nc2cccc(-c3nc4ccccc4[nH]3)c2)c1,3.8
Cc1ccc(-c2ccccc2)n1-c1ccc(C(=O)O)cc1,3.0
Cc1ncc(CN2CCCC2C(=O)Nc2cccc(-n3cccn3)c2)n1C (stereo unspecified),0.7
COc1ccc(CSc2nc3ncccc3[nH]2)cc1,0.2
O=C(Cn1cc(SCc2ccccc2)c2ccccc21)N1CCCCCC1,8.3
C=CCN(CC=C)CC(O)CN1c2ccccc2Sc2ccccc21 (stereo unspecified),3.2
Cc1ccc(Cn2c(=O)n(CCCC(=O)NCc3ccccc3Cl)c(=O)c3ccccc32)cc1,2.6
Cc1c(NC(=O)CCN2C(=O)c3ccccc3C2=O)n(Cc2ccccc2)c2ccccc12,5.0
COc1ccccc1C(=O)NCCn1cc(SCc2ccc(C)cc2)c2ccccc21,-1.6
Cc1ccc(/C=C2\C(=O)Nc3ccc(Br)cc32)cc1C,1.3
COC(=O)C1C(C(C)=O)=NN(c2ccccc2)C1C(=O)OC (stereo unspecified),2.6
Cc1ccc(S(=O)(=O)N(CC(=O)NCCSc2ccc(Cl)cc2)c2cccc(Cl)c2)cc1,0.7
CCc1ccc(NC(=O)c2nc3nc(C)cc(C(F)F)n3n2)cc1,-7.1
COc1ccccc1CNC(=O)c1cnc(N(C)C)nc1,5.9
CSc1nc(Oc2cc(C)cc(C)c2)cc(-n2nc(SC)c(C#N)c2N)n1,3.7
COc1ccc(-c2nnc(SCC(=O)Nc3ccc(C)c(C)c3)s2)cc1,-5.3
Cc1ccc(CNC2CCCc3nc(N(C)C)ncc32)s1 (stereo unspecified),7.9
Cc1ccc(C(C)C)c(OC(=O)c2ccco2)c1,-2.6
COc1ccccc1Nc1cc(C(=O)NCCCN(C)c2ccccc2)c2ccccc2n1,-5.6
COc1ccc(OC)c(CN2CCC3(CC2)CC3C(=O)N(C)CCOc2ccc(C)cc2)c1 (stereo unspecified),0.9

# No new results follow: 3 of the compounds above.
SMILES,ROC1-CUL1 inh
Cc1ccc(C(C)C)c(OC(=O)c2ccco2)c1,-2.6
COc1ccccc1Nc1cc(C(=O)NCCCN(C)c2ccccc2)c2ccccc2n1,-5.6
COc1ccc(OC)c(CN2CCC3(CC2)CC3C(=O)N(C)CCOc2ccc(C)cc2)c1 (stereo unspecified),0.9
